Screening results deposited in PubChem BioAssay by several laboratories.
MazEF act: activators of E. coli MazEF toxin-antitoxin RNase; P0AE70; FAM/BHQ RNA-DNA oligo cleavage fluorescence, 5 h; activation, % at 20 µM; hit rate 0.32% among 350,000; AID 504720; in the data active means activation above about 50%
Target sequence (P0AE70 whole entry, looked up): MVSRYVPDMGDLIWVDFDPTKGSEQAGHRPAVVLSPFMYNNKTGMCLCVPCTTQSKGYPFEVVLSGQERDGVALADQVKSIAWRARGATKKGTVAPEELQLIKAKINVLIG
PriA SSB inh: inhibitors of Klebsiella pneumoniae PriA binding to SSB C-terminal tail; AlphaScreen SSBct-PriA binding, biotinylated peptide; inhibition, % at 33 µM; hit rate 0.6% among 430,000; AID 1272365; in the data active means inhibition mostly above about 37%, no sharp cut-off; inactive means mostly below about 20%;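 further: plate controls were negative control peptide for no effect and reference peptide for full effect; strong numbers were not always called active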
Y pestis TopoI: inhibitors of Yersinia pestis topoisomerase I; activity, % at 10 µM; Y. pestis Topo-I cleavage product accumulation, plate reader; hit rate 0.064% among 360,000; in the data active means activity above about 50%, passing the limit was not always enough; further: inactives centre near 2
CCHFV vOTU inh: CCHFV vOTU protease inhibition. Pep-AMC fluorescence. inhibition, % at 11.5 µM. AID 651958. hit rate 0.55% among 370,000; in the data active means inhibition above about 30%; further: 0% = vehicle wells with enzyme and 100% = no enzyme wells
Rv3671c protease: inhibitors of M. tuberculosis serine protease Rv3671c. P9WHR9. inhibition, % at 5.96 µM. hit rate 0.048% among 320,000; in the data active means inhibition above about 38%;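 further: extracellular domain of Rv3671c used as enzyme; 0% = enzyme with DMSO and 100% = no enzyme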
Target sequence (P9WHR9 whole entry, looked up, the tested form may be a part): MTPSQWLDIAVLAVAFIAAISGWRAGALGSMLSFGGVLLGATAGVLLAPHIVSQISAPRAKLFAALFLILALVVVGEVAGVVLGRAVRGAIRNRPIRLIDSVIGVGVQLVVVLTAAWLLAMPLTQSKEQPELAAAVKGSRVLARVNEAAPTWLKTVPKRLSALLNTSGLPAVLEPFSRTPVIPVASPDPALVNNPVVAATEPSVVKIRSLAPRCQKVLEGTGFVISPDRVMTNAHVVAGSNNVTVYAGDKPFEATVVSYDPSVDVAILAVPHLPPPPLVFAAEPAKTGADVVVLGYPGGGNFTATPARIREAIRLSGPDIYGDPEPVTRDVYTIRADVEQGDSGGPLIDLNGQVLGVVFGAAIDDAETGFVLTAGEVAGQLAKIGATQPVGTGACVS
TcdB GH inh: blocks C. difficile toxin B glycohydrolase activity. P18177. TcdB glycohydrolase enzymatic assay, plate reader. inhibition, % at 9.99 µM. hit rate 0.24% among 350,000; in the data active means inhibition above about 10%
DUSP3 inh: DUSP3 (human) phosphatase inhibition | recombinant VHR phosphatase, pNPP absorbance | inhibition, % at 13.3 µM | hit rate 0.52% among 290,000; in the data active means inhibition above about 50%; further: some compounds called inactive have numbers as strong as hits
Target sequence (P51452 whole entry, looked up): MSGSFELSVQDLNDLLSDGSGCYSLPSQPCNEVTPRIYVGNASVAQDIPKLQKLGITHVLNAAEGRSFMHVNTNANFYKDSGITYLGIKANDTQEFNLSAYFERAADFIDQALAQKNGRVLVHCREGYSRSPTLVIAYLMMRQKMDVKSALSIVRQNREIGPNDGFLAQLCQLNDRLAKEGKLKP
Vc quorum ag: induces V. cholerae light production without autoinducers; V. cholerae BH1578 lux reporter, luminescence, 6 h; activation, % at 18.7 µM; hit rate 0.16% among 350,000; AID 588436; in the data active means activation mostly above about 9.7%, no sharp cut-off; further: not every result past the cut was called active; inactives centre near 0; reference of the scale not given here
PrPC TRFRET: cell surface PrPC inhibition, primary TR-FRET screen; P04156; TR-FRET read-out; inhibition, % at 13.8 µM; hit rate 0.43% among 370,000; AID 720596; in the data active means inhibition above about 24%; further: 0% = median of the test wells and 100% = reference compound wells
SARS 3CLpro inh: SARS-CoV 3CLpro protease inhibition; hit rate 0.14% among 290,000; inhibition, % at 6 µM; recombinant SARS-CoV 3CLpro, quenched FRET peptide cleavage; in the data active means inhibition above about 12%
The depositor's hits bear a star; i = inactive; · = not tested or not shown; & = joins results of further samples. Not all compounds are listed, so the mix of outcomes need not match the whole.

SMILES	MazEF act	PriA SSB inh	Y pestis TopoI	CCHFV vOTU inh	Rv3671c protease	TcdB GH inh	DUSP3 inh	Vc quorum ag	PrPC TRFRET	SARS 3CLpro inh
Cc1cccc(C(=O)Oc2csc(=S)n2C(=O)c2cccc(C)c2)c1	-1	-8	1	3	0	·	20	i	-6	4
CC1CCN(c2nc3ccccc3nc2C(C#N)C(=O)OC2CCCCC2)CC1 (configuration not stated)	-15	-18	-5	·	0	·	-1	-0.4	·	-3
CC(C)C1C(=O)N(Cc2cn(Cc3ccco3)nn2)CCS(=O)(=O)N1Cc1ccc(-c2ccc(Cl)cc2)cc1 (configuration not stated)	-1	·	17	12	·	-0.1	·	-0.4	24	·
O=C1NC2(CCCC2)N=C1c1ccc(F)cc1	9	-11	3	-5	9	·	16	i	-1	1
Cc1ccc(C2CN(C)C3(C(=O)Nc4ccccc43)C23COc2ccccc2C3=O)cc1 (configuration not stated)	3	0	10	11	-12	·	29	-1.2	2	5
CCOC(=O)c1c(N)n(C2CC(C)(C)NC(C)(C)C2)c2nc3ccccc3nc12	1	7	-17	·	4	·	32	i	·	-2
O=C(CCc1nc2ccccc2s1)OCC(=O)c1ccc[nH]1	-3	3	-2	12	13	-0.6	17	-0.1	7	-1
CCOc1ccc(-c2nnn(CC(=O)c3ccc4c(c3)OCCO4)n2)cc1	2	-2	9	-20	-11	0.3	1	-7.1	3	2
O=c1[nH]c(Cc2cccc(C(F)(F)F)c2)nc2ccccc12	6	-4	4	-8	3	-0.6	-2	i	8	-4
CCOCCCNC(=O)c1ccc(OC(C)=O)cc1	3	5	2	-1	-1	·	24	i	-1	2
Clc1ccc(NCc2nncn2-c2ccccc2)cc1	-1	0	-6	1	5	·	24	0.8	-1	0
O=C1/C(=C/c2ccc([N+](=O)[O-])cc2)N2CCC1CC2	-5	0	3	10	4	·	4	-0.1	-20	4
O/N=C1\CCCc2ccc3ccccc3c21	-1	·	-2	-3	2	0.2	19	-0.7	-5	4
COc1cc(C(=O)Nc2nc(N)n(-c3ccccc3)n2)cc(OC)c1OC	1	-15	2	3	12	·	8	-1.4	-1	-6
O=C(Nc1nnc(SCC(=O)N2CCCC2)s1)C1CC(=O)N(c2ccccc2)C1 (configuration not stated)	-2	-10	0	0	-5	-0.4	-6	i	1	-3
COc1cc2c(cc1NC(C)=O)CCCC2	2	4	9	-10	-6	·	-16	i	0	-4
CCCC1C(c2ccccc2)C(C#N)(C#N)C2(C#N)CC1(N)NC2=O (configuration not stated)	-8	0	-4	3	3	·	14	-0.2	2	1
Cc1cccc(C2=N/C(=C\c3cccs3)C(=O)O2)c1	-1	-6	-10	5	-6	1.4	8	0.5	1	-2
O=C(Nc1ccc(Oc2ncnc3cc(Cl)ccc23)nc1)Nc1cccc(C(F)(F)F)c1	-21	5	-7	-11	1	-1.9	23	-0.4	5	2
CC1CN(C(=O)c2cc(S(=O)(=O)N3CCCCC3)ccc2Cl)CC(C)O1 (configuration not stated)	2	-4	0	-3	-4	0.9	·	i	-8	·
Cc1ccc(Cn2c(=O)c3ccccc3n3c(CCC(=O)NCCN4CCOCC4)nnc23)cc1	-3	1	0	·	6	·	28	i	·	1
Cc1ccc(OCCOCCN(C)C)c(Cl)c1	8	11	-3	-17	12	0.7	2	-0.2	-4	-1
O=C(N1CCCC1)C12CC3CC(CC(Cl)(C3)C1)C2	9	31&-3	2	3	-6	0.8	2	i	-1	-6
CCOC(=O)CSc1nc2ccc(C)cc2[nH]1	12	3	4	3	6	·	4	-0.2	0	4
O=C(Nc1cc(C(F)(F)F)ccc1N1CCOCC1)c1cnccn1	-2	3	7	-7	-3	0.7	22	-1.7	1	-3

Further compounds.
SMILES	MazEF act	PriA SSB inh	Y pestis TopoI	CCHFV vOTU inh	Rv3671c protease	TcdB GH inh	DUSP3 inh	Vc quorum ag	PrPC TRFRET	SARS 3CLpro inh
CCOC(=O)c1sc2nc(Cc3ccc(Cl)cc3)[nH]c(=S)c2c1C	3	-9	-2	-8	-2	1.7	25	-0.2	-3	3
CC1=CC2=C(OC1N(C)C)c1cccc3cccc(c13)C2=O (configuration not stated)	-186	7	-9	·	6	·	-19	2.9	·	-6
Cc1c(NC(=O)C(C)OC(=O)c2cc(-c3cccc4ccccc34)nc3ccccc23)c(=O)n(-c2ccccc2)n1C (configuration not stated)	16	10	39	-14	15	-0.5	-4	-0.3	-4	1
CC(C)(C)c1ccc(OCc2nnc(SCC(N)=O)n2N)cc1	-2	6	-2	-3	1	-1.8	17	0.7	-7	0
Nc1nnc(SCC(=O)c2ccccc2)s1	-1	-12	5	-2	6	·	-2	i	-3	-5
NS(=O)(=O)c1ccc(CCNC(=O)c2cnccn2)cc1	10	-15	-3	8	-2	1.1	-14	i	-2	3
Cc1cccc(OC(=O)CN2C(=O)C3C4CCC(C4)C3C2=O)c1C (configuration not stated)	-3	-4	0	5	4	·	20	-0.2	-5	1
Cc1cc(SCC(=O)c2cccs2)nc2ccccc12	-42	-38	10	-11	-12	·	-8	-0.6	1	2
CCNC(=S)N1CCN(c2nc(-c3cccc(OC)c3)cs2)CC1	-4	10	-2	-4	-3	-0.3	-14	i	13	-5
O=C1C2C3C=CC(C2C(=O)N1C1CCCCC1)C1C2C(=O)N(C4CCCCC4)C(=O)C2C31 (configuration not stated)	6	-9	-7	12	5	0.4	17	0.0	-2	3
Cc1cc(C(F)(F)F)nc(SCC(=O)c2cccc([N+](=O)[O-])c2)n1	2	12	1	-1	-5	·	-12	-0.8	-9	1
COC(=O)c1c(NC(=O)Cc2ccc(OC)c(S(=O)(=O)N3CCOCC3)c2)sc(C)c1C	3	-2	14	-2	-3	-0.9	·	0.7	8	·
O=C(CSc1nnc2scc(-c3ccccc3)n12)NCc1ccc2c(c1)OCO2	-10	-2	2	-7	-1	·	-1	1.2	3	1
COc1ccc(C2(OC)Oc3cc(OC)ccc3C(=O)C2(O)OC)cc1 (configuration not stated)	-6	-20	-3	-9	·	0.2	·	i	-5	·
CC(C)(C)c1cc(OC(=O)Cc2ccccc2)ccc1O	-2	-9	4	3	-13	1.4	-4	-0.9	-10	2
COc1ccccc1Nc1cc(C)nc(Nc2ccccc2OC)n1	-3	13	6	-5	·	1.6	·	-5.6	5	·
Cc1cc(Cl)ccc1OCC(=O)NCCC(=O)O	-1	-13	2	-7	0	1.9	-3	-3.6	-3	0
COc1ccc(CCNC(=O)CNS(=O)(=O)c2cccs2)cc1OC	6	-17	-11	-12	-10	-1.1	27	i	0	5
COc1ccccc1-c1coc2cc(OC(=O)/C=C/c3ccccc3)ccc2c1=O	-7	-13	2	-19	-4	·	26	i	3	5
C=CCc1cccc2cc(C(=O)Nc3ccccc3C(=O)O)c(=O)oc12	-10	2	3	15	·	1.4	14	-0.2	-15	2
CCCCn1c(N)c(N(C)C(=O)c2cc3c(s2)CCCCC3)c(=O)[nH]c1=O	2	-9	8	-4	11	2.4	·	i	14	·
COc1cccc(NC(=O)Nn2cnnc2)c1	9	-21	-6	-5	·	-0.2	6	1.2	0	-2
COc1cc2nc(SCc3ccc(C(F)(F)F)cc3)n(Cc3cccs3)c(=N)c2cc1OC	2	3	-1	-1	-5	·	7	-0.4	-2	-2
Fc1ccccc1Cn1nnc2c(-n3ccnc3)ncnc21	1	-21	5	21	-4	·	1	-0.2	12	-1
COc1ccccc1Nc1nc(-c2cccc([N+](=O)[O-])c2)cs1	-2	-8	-22	2	7	0.4	13	-0.5	-2	6

Filtered by structure: the entries above containing a thiophene ring, fused or not
SMILES	MazEF act	PriA SSB inh	Y pestis TopoI	CCHFV vOTU inh	Rv3671c protease	TcdB GH inh	DUSP3 inh	Vc quorum ag	PrPC TRFRET	SARS 3CLpro inh
Cc1cccc(C2=N/C(=C\c3cccs3)C(=O)O2)c1	-1	-6	-10	5	-6	1.4	8	0.5	1	-2
CCOC(=O)c1sc2nc(Cc3ccc(Cl)cc3)[nH]c(=S)c2c1C	3	-9	-2	-8	-2	1.7	25	-0.2	-3	3
Cc1cc(SCC(=O)c2cccs2)nc2ccccc12	-42	-38	10	-11	-12	·	-8	-0.6	1	2
COC(=O)c1c(NC(=O)Cc2ccc(OC)c(S(=O)(=O)N3CCOCC3)c2)sc(C)c1C	3	-2	14	-2	-3	-0.9	·	0.7	8	·
COc1ccc(CCNC(=O)CNS(=O)(=O)c2cccs2)cc1OC	6	-17	-11	-12	-10	-1.1	27	i	0	5
CCCCn1c(N)c(N(C)C(=O)c2cc3c(s2)CCCCC3)c(=O)[nH]c1=O	2	-9	8	-4	11	2.4	·	i	14	·
COc1cc2nc(SCc3ccc(C(F)(F)F)cc3)n(Cc3cccs3)c(=N)c2cc1OC	2	3	-1	-1	-5	·	7	-0.4	-2	-2

Later entries.
SMILES	MazEF act	PriA SSB inh	Y pestis TopoI	CCHFV vOTU inh	Rv3671c protease	TcdB GH inh	DUSP3 inh	Vc quorum ag	PrPC TRFRET	SARS 3CLpro inh
Cc1ccc(/C=C2\Oc3cc(OCC(=O)NN)ccc3C2=O)o1	2	2	9	2	·	-1.4	31	-0.9	-4	1
CCN(CC)S(=O)(=O)c1cccc(NC(=O)COC(=O)c2[nH]c(C)c(C(C)=O)c2C)c1	-2	·	17	-7	·	0.7	·	-0.3	8	·
Cc1ccc(N2C(=O)[C@@H]3C(C(=O)CCN4C(=O)c5ccccc5C4=O)=NN[C@@H]3C2=O)cc1	-10	-12	4	-8	-14	-0.5	5	1.6	-6	1
COc1ccc([C@@H]2CC=C(C(=O)O)[C@H](c3ccc(Br)cc3)N2S(=O)(=O)c2ccc(C)cc2)cc1OC	9	-1	9	0	-6	0.1	·	i	10	·
Cc1ccc2nc(NC(=O)c3ccc(N4C(=O)CCC4=O)cc3)sc2c1	11	2	-16	-3	-15	1.0	8	-0.5	2	5
Cc1cccc(NC(=O)CSc2nc(N)c(NC(=O)c3ccccc3F)c(=O)[nH]2)c1	-3	-1	-3	-3	-4	1.5	42	9.2	0	-3
COc1ccc(CN2C[C@H](Cc3ccccc3)[C@@H](CC(=O)Nc3ccccc3)C2=O)cc1	5	-10	·	11	-5	1.7	20	·	-2	7
Cc1ccc(NC(=O)CS(=O)(=O)c2cn(C)c3ccccc23)c(C)c1	-6	104*	-3	1	3	1.8	30	-0.4	-9	·
O=C1c2[nH]c3ccccc3c2CC1N1C(=O)c2ccccc2C1=O (configuration not stated)	-3	·	44	1	·	0.8	·	i	-13	·
CCOC(=O)Cc1csc(NC(=O)CCc2ccc(S(=O)(=O)N3CCOCC3)cc2)n1	0	-1	2	2	-15	0.7	33	-0.4	-3	2
C=CCn1c(=O)c2ccccc2n2c(SCC(=O)NC(C)C)nnc12	3	1	3	1	·	0.2	-16	-0.6	5	2
CC12CCC(=O)N1C(C(=O)Nc1nnc(SCc3ccccc3F)s1)CS2 (configuration not stated)	6	6	18	3	-6	1.3	5	-0.4	8	-1
COc1ccc(N2CCN(c3oc(COc4ccccc4Cl)nc3C#N)CC2)cc1	-4	19	29	-1	8	·	-10	i	-2	-2
COc1ccc(CNC(=O)CSc2nnc3c(Cl)cc(C(F)(F)F)cn23)cc1OC	5	10	0	-6	7	0.3	-9	3.7	3	1
COc1ccc(-c2sc3cc(OC)c(OC)cc3c2-c2ccc(O)cc2)cc1	-10	-5	-3	33*	14	-0.4	·	2.2	-4	·
COc1cc(C(=O)Nc2ccccn2)cc(OC)c1OC	3	13	3	3	-2	·	15	-0.4	-5	0
CN1CCN(C(c2ccc(Cl)cc2)c2cc(Cl)c3cccnc3c2O)CC1 (configuration not stated)	-38	35	-28	17	3	-1.2	-2	i	6	4
O=C(Nc1ccc2oc(-c3cccnc3)nc2c1)c1ccc([N+](=O)[O-])o1	-14	-3	-8	-7	·	1.7	26	-0.5	9	-2
CN(C)CCC(Oc1ccccc1OCc1ccccc1)c1ccccc1 (configuration not stated)	6	-4	-2	-14	12	1.9	·	i	-6	·
O=C(NCc1n[nH]c(=S)n1-c1ccc(F)cc1)c1ccc(S(=O)(=O)N2CCCCC2)cc1	7	-12	-1	-13	-4	-0.4	-5	-0.3	4	3
CS(=O)(=O)c1ccc(C2=C(CNC(=O)c3ccncc3)[C@H]3CC[C@@H](C2)N3Cc2ccccc2)cc1	-1	·	-5	3	·	0.7	·	i	-7	·
